TNAP inh noacc = inhibitors of human TNAP without phosphate acceptor | purified TNAP, CDP-star luminescence, 30 min | actives 0.26% (n = 200,000) | inhibition, % at 20 µM | AID 1012;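 active means tissue-nonspecific alkaline phosphatase inhibition above about 50% at 20 µM in the single-dose screen, limit read from the data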;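 further: 0% = DMSO negative control and 100% = EDTA positive control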
Target sequence (P05186 whole entry, looked up): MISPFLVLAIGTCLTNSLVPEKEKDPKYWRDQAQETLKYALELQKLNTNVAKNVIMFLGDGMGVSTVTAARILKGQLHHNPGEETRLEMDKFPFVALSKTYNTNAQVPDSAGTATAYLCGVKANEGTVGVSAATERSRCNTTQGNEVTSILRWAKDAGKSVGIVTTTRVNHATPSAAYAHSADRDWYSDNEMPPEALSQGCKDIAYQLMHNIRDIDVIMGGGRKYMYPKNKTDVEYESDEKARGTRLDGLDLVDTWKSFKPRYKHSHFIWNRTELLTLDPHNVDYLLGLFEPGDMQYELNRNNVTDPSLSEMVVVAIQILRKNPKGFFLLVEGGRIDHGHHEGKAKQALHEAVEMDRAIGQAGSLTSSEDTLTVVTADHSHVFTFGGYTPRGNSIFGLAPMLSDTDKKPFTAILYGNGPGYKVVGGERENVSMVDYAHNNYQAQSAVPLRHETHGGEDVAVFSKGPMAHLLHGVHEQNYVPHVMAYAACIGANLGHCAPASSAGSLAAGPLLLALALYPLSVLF
PPARg SRC3 recr = PPARgamma-driven SRC-3 recruitment agonism. activation, % at 8 µM. P37231. biochemical PPARgamma/SRC-3 coactivator recruitment assay. AID 731. actives 0.26% (n = 200,000); in the data active means activation above about 23%;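 further: 0% = DMSO and 100% = reference agonist; some compounds past the cut are filed as inactive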
Target sequence (P37231 whole entry, looked up): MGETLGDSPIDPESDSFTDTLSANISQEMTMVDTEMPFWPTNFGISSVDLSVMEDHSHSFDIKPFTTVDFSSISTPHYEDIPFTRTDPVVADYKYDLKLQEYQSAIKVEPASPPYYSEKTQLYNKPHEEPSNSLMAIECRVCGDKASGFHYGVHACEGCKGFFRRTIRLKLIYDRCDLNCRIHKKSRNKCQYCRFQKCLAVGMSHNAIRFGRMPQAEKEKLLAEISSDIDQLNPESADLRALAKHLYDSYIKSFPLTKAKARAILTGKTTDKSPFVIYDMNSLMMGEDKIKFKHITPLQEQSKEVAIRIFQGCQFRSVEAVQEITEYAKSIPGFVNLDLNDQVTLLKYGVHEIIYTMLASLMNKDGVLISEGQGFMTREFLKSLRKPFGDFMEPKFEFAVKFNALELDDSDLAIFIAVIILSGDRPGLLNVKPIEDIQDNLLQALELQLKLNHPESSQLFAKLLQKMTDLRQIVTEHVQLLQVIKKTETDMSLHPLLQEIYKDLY
TNAP inh hiacc = inhibitors of human TNAP at high phosphate acceptor concentration. P05186. purified TNAP, CDP-star luminescence, 1 M DEA. inhibition, % at 20 µM. actives 0.03% (n = 200,000);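 active means over 50% inhibition of tissue-nonspecific alkaline phosphatase at 20 µM in the single-dose screen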;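 further: plate controls were DMSO wells for no effect and EDTA-quenched wells as full inhibition for full effect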
PPARg SRC1 recr = agonists of human PPARgamma SRC-1 coactivator recruitment | actives 0.41% (n = 200,000) | P37231 | AID 631 | activation, % at 8 µM | PPARgamma-SRC-1 coactivator recruitment biochemical assay; in the data active means activation above about 19%;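 further: 0% = DMSO and 100% = reference agonist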
TNAP act hi DEA = TNAP (human) activation, high acceptor | P05186 | purified TNAP, CDP-star luminescence, 1 M DEA, 30 min; active compounds read high; 0 = EDTA background, 1 = DMSO-only activity | activation factor at 20 µM | 200,000 tested, under 10 active | AID 1136;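 active means activation factor at least 2 at 20 µM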
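Test system – human TNAP · Doses – 20 µM single point · Incubation – 30 min, room temperature · Signal – luminescent substrate turnover signal · Read-out basis – activation factor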
bIAP activator = intestinal alkaline phosphatase (bovine) activation; purified bovine IAP, CDP-star luminescence, 30 min; active compounds read high; fold of DMSO-control signal, blank-subtracted; activation factor at 20 µM; actives 0.17% (n = 200,000);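 active means activation factor of 2 or more at 20 µM, a signal rise over negative controls twice the positive control's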
HMGR II inh = blocks class II HMG-CoA reductase of Enterococcus faecalis | purified E. faecalis HMGR, NADPH absorbance 340 nm kinetic | inhibition, % at 10 µM | actives 0.41% (n = 190,000) | AID 1066;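 active means inhibition above a set limit, the median over all tested compounds plus 3 SD, cut at about 9.5% in these data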;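 further: enzyme runs in reverse so mevalonate oxidation gives rising NADPH absorbance; 0% = complete reaction with DMSO and 100% = background rate lacking mevalonate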
PPARg SRC-2 ag = agonists of SRC-2 recruitment by human PPARgamma; activation, % at 8 µM; P37231; PPARgamma LBD-SRC-2 recruitment, biochemical; actives 0.34% (n = 200,000); in the data active means activation above about 22%;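 further: 0% = vehicle and 100% = reference agonist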
TR-FRET SRC-2 ct = counter-screen for PPARgamma SRC-2 recruitment agonists: TR-FRET artefact; active compounds read high; actives 0.4% (n = 200,000); TR-FRET ratio at 8 µM; AID 1049; in the data active means TR-FRET ratio above about 2000; further: inactives centre near 1500; reference of the scale not given here
bIAP inh = intestinal alkaline phosphatase (bovine) inhibition; inhibition, % at 20 µM; purified bovine IAP, CDP-star luminescence, 30 min; 190,000 tested, under 10 active;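 active means over 50% inhibition of intestinal alkaline phosphatase at 20 µM in the single-dose screen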
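System: Purified bovine intestinal alkaline phosphatase (IAP) enzyme | Input: IAP diluted 1/65,000,000 in the well | Also added: CDP-star chemiluminescent phosphatase substrate, 30 µM final | Dosing: 20 µM single dose | Times: Enzyme reaction for 30 min at room temperature | Detection: Luminescence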
* = called active by the depositor. An unsorted share of the library; about 1.6% have a hit in one of these screens.

#	structure	TNAP inh noacc	PPARg SRC3 recr	TNAP inh hiacc	PPARg SRC1 recr	TNAP act hi DEA
1	COCc1nc2ccccc2n1CCOc1ccccc1OC	-12	12	-5	14	1.1
2	Cc1nc2c3cc(F)ccc3n(Cc3ccccc3)c2s1	-17	2	-4	6	1
3	CCC(=O)Nc1nonc1-c1nc2ccccc2n1CCC(C)C	-7	1	3	-1	1
4	CN(Cc1ccccc1)C(=O)c1ccc2c(c1)OCO2	-10	2	-1	1	1
5	COc1ccc(/C(=C\Nc2ccc(C)c(C)c2)C(C)=O)cc1OC	-3	-1	0	6	1
6	CC(=NCCc1c(C)[nH]c2ccc(C)cc12)C1=C(O)CC(c2ccccc2)CC1=O (centres undefined)	-1	1	-2	-4	1
7	CCOc1ccccc1CN1CCC(O)CC1	-18	-4	0	3	1
8	Cc1c(C(=O)OCC[N+]2(C)CCCCC2)oc2ccccc12	-10	-5	-5	-2	1.1
9	CC(C)CCN1CCN(Cc2nc(-c3ccccc3)cs2)CC1CCO (centres undefined)	-8	-2	-5	5	1.1
10	CC(C)N1C(=O)CCC1C(=O)O (centres undefined)	-1	2	4	0	1
11	CS(=O)(=O)N(CC(=O)N/N=C/c1ccccn1)c1ccc(Oc2ccccc2)cc1	-58	1	-2	-2	1
12	C=C(C)c1cccc(C(C)(C)NC(=O)NCc2ccc(OC)cc2)c1	-11	4	-5	0	1
13	COc1cc(OC)cc(C(=O)NCC(=O)OCc2csc(-c3ccccc3)n2)c1	-6	8	2	15	1
14	Cc1ccc(S(=O)(=O)Nc2nccs2)cc1[N+](=O)[O-]	-7	-1	-5	2	1
15	CCCN1CCN(C(c2cc3cc4c(cc3[nH]c2=O)OCO4)c2nnnn2C(C)(C)C)CC1 (centres undefined)	16	-2	0	-1	1

#	bIAP activator	HMGR II inh	PPARg SRC-2 ag	TR-FRET SRC-2 ct	bIAP inh
1	1	-5	3	1539	-3
2	0.9	-2	12	1559	12
3	1	-3	-9	1385	4
4	0.9	-1	-3	1471	10
5	1.1	1	-3	1591	-14
6	1.1	-3	-1	1456	-7
7	0.9	-3	-2	1699	8
8	0.9	6	-1	1729	15
9	1.1	-1	1	1429	-8
10	1	0	-4	1368	2
11	1.1	-4	1	1547	-14
12	0.9	5	5	1434	8
13	1	-1	9	1554	1
14	1.1	-5	-5	1389	-6
15	0.9	-1	3	1395	5

Looked up above.
#13 in TNAP inh noacc shows -6
#9 in PPARg SRC3 recr shows -2

Grouped by structure: the entries above with an NH in an aromatic ring
#	structure	TNAP inh noacc	PPARg SRC3 recr	TNAP inh hiacc	PPARg SRC1 recr	TNAP act hi DEA
6	CC(=NCCc1c(C)[nH]c2ccc(C)cc12)C1=C(O)CC(c2ccccc2)CC1=O (centres undefined)	-1	1	-2	-4	1
15	CCCN1CCN(C(c2cc3cc4c(cc3[nH]c2=O)OCO4)c2nnnn2C(C)(C)C)CC1 (centres undefined)	16	-2	0	-1	1

#	bIAP activator	HMGR II inh	PPARg SRC-2 ag	TR-FRET SRC-2 ct	bIAP inh
6	1.1	-3	-1	1456	-7
15	0.9	-1	3	1395	5

(more compounds)
#	structure	TNAP inh noacc	PPARg SRC3 recr	TNAP inh hiacc	PPARg SRC1 recr	TNAP act hi DEA
16	C=CCn1c(O)c(N=NC(=S)Nc2ccc(OC)cc2)c2ccccc21	32	1	19	6	0.8
17	COc1ccc(C(=O)N2CCN(S(=O)(=O)N3CCOCC3)CC2)cc1OC	-18	-3	-7	0	1.1
18	COc1ccc(C(=O)/C=C/c2ccc(OC)c(COc3ccccc3F)c2)cc1	-21	4	-2	2	1
19	C=CCn1cnc2sc(C(=O)Nc3ccccc3OC)c(C)c2c1=O	0	6	1	6	1
20	COc1ccccc1N1CCN(/N=C/c2ccc(OC)c(OC)c2OC)CC1	-13	5	-4	2	1
21	Cc1ccc(C)c(NC(=O)c2cc3ccccn3n2)c1	-20	11	-4	7	1
22	O=C(CSc1cccc[n+]1[O-])NCC1CCCCC1	-8	3	-2	4	1
23	O=C(NC(=S)NCc1ccncc1)c1ccccc1	-1	2	0	2	1
24	CCC(CC)NC(=O)c1oc2ccccc2c1COc1ccccc1	-10	4	1	-5	1
25	CC(CCCC(C)(C)O)NC(=O)c1ccc(OC2CCN(C(=O)C3CC3)CC2)cc1 (centres undefined)	-3	-3	-5	-1	1.1
26	Cc1ccc(CN2CCN(Cc3ccc4ncccc4c3)CC2CCO)cc1 (centres undefined)	-1	7	-1	0	1
27	CC(C)NC(=O)NC(=O)CSc1ncccn1	-17	1	-6	8	1.1
28	COc1ccc(NC(=O)CSC2=C(C#N)C(c3ccco3)C3=C(CCCC3=O)N2)c(OC)c1 (centres undefined)	-14	-2	-6	-3	1.1
29	OCCOCCOCCn1c2ccccc2c2ccccc21	-8	-7	-3	5	1
30	O=C1CC(N2CCC(O)CC2)C(=O)N1c1ccc(Br)cc1 (centres undefined)	-14	11	-4	5	1

#	bIAP activator	HMGR II inh	PPARg SRC-2 ag	TR-FRET SRC-2 ct	bIAP inh
16	0.6	1	9	1700	36
17	1.1	-10	-6	1420	-6
18	1	4	5	1475	3
19	1.1	-2	5	1741	-7
20	1.1	0	9	1562	-10
21	0.7	-1	7	1547	29
22	0.9	0	6	1734	7
23	1.1	-8	0	1646	-11
24	0.9	-5	-2	1520	5
25	1.2	10*	1	1579	-17
26	1.1	0	14	1475	-6
27	1.1	0	2	1546	-10
28	1	0	-3	1528	1
29	1	1	-12	1572	0
30	0.6	-1	7	1590	36

A second format for some results above.
item	SMILES	TNAP inh noacc	PPARg SRC3 recr	TNAP inh hiacc	PPARg SRC1 recr	TNAP act hi DEA	bIAP activator	HMGR II inh	PPARg SRC-2 ag	TR-FRET SRC-2 ct	bIAP inh
19	C=CCn1cnc2sc(C(=O)Nc3ccccc3OC)c(C)c2c1=O	0	6	1	6	1	1.1	-2	5	1741	-7
20	COc1ccccc1N1CCN(/N=C/c2ccc(OC)c(OC)c2OC)CC1	-13	5	-4	2	1	1.1	0	9	1562	-10
21	Cc1ccc(C)c(NC(=O)c2cc3ccccn3n2)c1	-20	11	-4	7	1	0.7	-1	7	1547	29
22	O=C(CSc1cccc[n+]1[O-])NCC1CCCCC1	-8	3	-2	4	1	0.9	0	6	1734	7
23	O=C(NC(=S)NCc1ccncc1)c1ccccc1	-1	2	0	2	1	1.1	-8	0	1646	-11
24	CCC(CC)NC(=O)c1oc2ccccc2c1COc1ccccc1	-10	4	1	-5	1	0.9	-5	-2	1520	5
25	CC(CCCC(C)(C)O)NC(=O)c1ccc(OC2CCN(C(=O)C3CC3)CC2)cc1 (centres undefined)	-3	-3	-5	-1	1.1	1.2	10*	1	1579	-17

Additional results
#	structure	TNAP inh noacc	PPARg SRC3 recr	TNAP inh hiacc	PPARg SRC1 recr	TNAP act hi DEA
31	OCCN(CCO)CC(O)COCCC12CC3CC(CC(C3)C1)C2 (centres undefined)	-3	0	-4	2	1
32	CCOC(=O)C(C)Sc1ncc(OC)c(Sc2ccc(Cl)cc2)n1 (centres undefined)	-5	0	-4	-12	1
33	COc1ccc(OC)c2sc(NNC(=O)COc3ccccc3)nc12	-145	13	-6	10	1.1
34	CN(Cc1ccccc1)Cc1nc2c([nH]1)c(=O)n(C)c(=O)n2C	-6	4	-5	0	1.1
35	CN(Cc1ccccc1)C(=O)NC1CCCCC1	-11	5	-6	-4	1.1
36	O=[N+]([O-])c1ccccc1OCCCN1CCOCC1	-7	0	0	-6	1
37	O=C(Cc1ccccc1F)Nc1nc2ccccc2[nH]1	-37	1	-7	-2	1.1
38	CC(NC(=O)c1ccc2c(c1)OCO2)C(c1cccs1)N1CCOCC1 (centres undefined)	4	8	-2	1	1
39	O=C(Cc1coc2cc3c(cc12)CCC3)NCC1(N2CCCCC2)CCCCC1	-18	-1	-2	1	1
40	COC(=O)c1ccc(CNC(=O)COC(=O)c2cc(Cl)nc(Cl)c2)cc1	6	3	-1	0	1
41	C=CCN(C(=O)CNS(=O)(=O)c1ccccc1)C(C(=O)NCCOC)c1ccncc1 (centres undefined)	-9	1	-4	12	1
42	O=c1[nH]c(C2CCCN(S(=O)(=O)c3ccccc3)C2)nc2c1nnn2Cc1ccccc1 (centres undefined)	-6	16	-4	14	1
43	NC(=S)N/N=C/c1ccc(-c2cc(Cl)cc(Cl)c2)o1	10	-7	11	-3	0.9
44	CC(=O)Nc1c(C(=O)O)oc2ccccc12	-10	4	-1	4	1
45	CCC(=O)N(c1ccc(F)cc1)C1C=CS(=O)(=O)C1 (centres undefined)	10	-1	4	5	1

#	bIAP activator	HMGR II inh	PPARg SRC-2 ag	TR-FRET SRC-2 ct	bIAP inh
31	0.7	0	10	1395	28
32	0.9	-2	-2	1564	5
33	1.2	-3	13	1591	-21
34	0.9	0	17	1809	10
35	1.4	-7	4	1473	-43
36	1	-4	-3	1358	5
37	0.9	4	-4	1536	5
38	0.9	-5	-1	1548	7
39	0.6	-8	-5	1539	37
40	1	-2	5	1540	-3
41	1	0	5	1491	4
42	1.1	-7	1	1694	-8
43	0.8	-5	2	1440	21
44	1	4	-7	1620	3
45	1	-5	-3	1591	3

Further compounds follow:
#	structure	TNAP inh noacc	PPARg SRC3 recr	TNAP inh hiacc	PPARg SRC1 recr	TNAP act hi DEA
46	Cc1onc(-c2ccccc2)c1C(=O)N/N=C/c1c[nH]c2ccccc12	-3	-1	1	-2	1
47	COc1ccccc1CC(=O)NN1C(=O)c2ccccc2C1=O	-12	-2	-3	-3	1
48	CCN(CC)CC(=O)Nc1sc(C)c(C)c1C(=O)c1ccc(C)cc1	-10	-2	-5	3	1
49	CCn1c(SCc2ccccc2)nnc1-c1ccc(S(=O)(=O)N2CCCCC2)cc1	9	1	-6	-9	1.1
50	CCCCC1CC(CSC(=N)N)OC1=O (centres undefined)	6	-10	2	-16	1
51	Cc1c(N=C2NC(=O)C(CC(=O)Nc3ccc(Cl)cc3)S2)c(=O)n(-c2ccccc2)n1C (centres undefined)	-4	-3	-3	-5	1
52	Cc1ncc(CN2CCN(CCC(C)C)C(CCO)C2)s1 (centres undefined)	-8	-9	-4	0	1
53	COc1cccc(NC(=O)CN2C(=O)C3(OCCCO3)c3ccccc32)c1	-9	8	-3	-1	1
54	Brc1ccc2nc(CSc3ncn[nH]3)cn2c1	-14	8	-5	10	1
55	O=C(Cn1c(=O)sc2ccccc21)Nc1ccc(O)cc1	-11	1	-4	15	1
56	CCOC(=O)c1cc(-c2ccccc2)n(CCC(=O)N2CCN(c3ccccn3)CC2)c1C	-15	2	-2	0	1

#	bIAP activator	HMGR II inh	PPARg SRC-2 ag	TR-FRET SRC-2 ct	bIAP inh
46	1	-3	-9	1598	0
47	0.8	-4	-6	1605	20
48	1.1	-7	4	1499	-7
49	1	-4	6	1396	-2
50	1	-12	-6	1476	5
51	1.1	2	-4	1282	-14
52	1.1	-2	-5	1461	-5
53	1	-1	-1	1607	2
54	1.6	3	5	1482	-56
55	1	-4	5	1826	-5
56	1.1	0	4	1577	-12

Compound activity as filed in PubChem.
